Bioassay records from PubChem BioAssay.
TDP1 cell noCPT – qHTS for Inhibitors of human tyrosyl-DNA phosphodiesterase 1 (TDP1): qHTS in cells in absence of CPT | actives 15% (n = 420,000) | Potency, µM (highest dose often 46.2 µM), for inactives: at the top dose activity change, negative = growth inhibition, hits mostly inhibitors | DT40 Tdp1-/- hTDP1 cells, no CPT, ATP luminescence, 48 h | AID 686978, 2013; also: nearly all actives have a fitted effect of over 55% in size
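Luminescent ATP content (CellTiter-Glo) served as the growth readout. Knockout chicken DT40 cells expressing human TDP1 were exposed to compounds without camptothecin for a minimum 48 hr at 37 °C.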
DT40 TDP1 CPT – DT40-hTDP1 cell growth loss with CPT; AID 686979; Potency, µM (series often up to 46.2 µM), for the others: at the highest dose activity change, negative = growth inhibition, hits mostly inhibitors; chicken DT40 Tdp1-/-;hTDP1 cells + 20 nM CPT, ATP luminescence, 48 h; actives 12% (n = 420,000); also: nearly all actives have a fitted effect of over 55% in size
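Cell growth measured by CellTiter-Glo luminescence after a minimum 48 h, 37 C compound exposure with 20 nM CPT in Tdp1-knockout DT40 cells stably expressing hTDP1, seeded 400/well; qHTS titration format.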
TDP1 block – inhibitors of human tyrosyl-DNA phosphodiesterase TDP1; recombinant TDP1, AlphaScreen DNA substrate cleavage; Potency, µM (doses to about 130 µM), inactives show at the top dose activity change, negative = inhibition, actives largely listed as inhibitors; actives 0.28% (n = 350,000); AID 485290; also: nearly all actives have a fitted effect of over 40% in size
Target sequence (Q9NUW8 whole entry, looked up): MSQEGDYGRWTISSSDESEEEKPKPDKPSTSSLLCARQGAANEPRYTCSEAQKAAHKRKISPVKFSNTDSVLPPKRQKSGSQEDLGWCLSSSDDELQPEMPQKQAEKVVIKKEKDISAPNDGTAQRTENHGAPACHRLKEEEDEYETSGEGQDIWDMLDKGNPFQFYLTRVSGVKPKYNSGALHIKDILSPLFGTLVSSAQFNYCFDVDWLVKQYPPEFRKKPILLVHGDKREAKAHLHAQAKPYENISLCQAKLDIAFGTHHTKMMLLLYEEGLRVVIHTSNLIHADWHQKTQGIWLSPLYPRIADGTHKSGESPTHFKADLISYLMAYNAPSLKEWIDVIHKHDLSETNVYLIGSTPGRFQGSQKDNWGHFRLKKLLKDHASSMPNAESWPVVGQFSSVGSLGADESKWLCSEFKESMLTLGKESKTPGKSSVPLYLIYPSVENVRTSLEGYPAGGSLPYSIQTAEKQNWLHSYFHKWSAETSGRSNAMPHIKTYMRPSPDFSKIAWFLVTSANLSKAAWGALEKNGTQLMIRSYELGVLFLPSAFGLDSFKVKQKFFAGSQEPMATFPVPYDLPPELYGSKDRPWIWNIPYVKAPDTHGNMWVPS
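Compounds were preincubated with Tdp1 (1 nM final) for 15 min at room temperature before substrate (15 nM final) started a 5 min reaction; beads (10 ug/ml final) were then added for 10 min before AlphaScreen detection.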
* marks the source's active call; other numbers are inactive results; ? = inconclusive; nt = not tested or not shown; & = joins results of further samples; [ ] = remark or other dose. Calls follow the shape of the dose curve; as a rule, active = well fitted curve in the direction sought with a large enough effect; inconclusive = small, poorly fitted or top-dose-only effect, or another doubt; inactive = no such curve, though single readings can be large; an effect the other way counts as inactive or inconclusive. % is scaled to controls: 0 for no effect and ±100 for the full control effect; potency is read from the fitted curve at half-maximal effect.

SMILES | TDP1 cell noCPT | DT40 TDP1 CPT | TDP1 block
CN(CC(=O)Nc1ccc(N2CCOCC2)cc1)C(=O)CSc1ccc(Br)cc1 | 15µM* | ? | 89µM*
Cc1ccc(NC(=O)CCCC(=O)O)c(-c2nc3ccccc3[nH]c2=O)c1 | 19% | -11% | -3%
Cn1c(=NC(=O)CS(=O)(=O)c2ccc(F)cc2)sc2ccccc21 | ? | -22% | 0%
CCO[C@@H]1OC(C(=O)NCc2ccccc2)=C[C@H](c2ccc(Br)cc2)[C@H]1CCCO | ? | 23µM* | 6%
O=C(NCc1ccc2c(c1)OCO2)C1Cc2ccccc2CN1C(=O)c1ccco1 (configuration not stated) | -1% | 3% | 5%
CCN(CC)c1ccc2c(C)c(Cl)c(=O)oc2c1 | ? | -2% | nt
O=C(CN1CCOCC1)OCCCC1CCCCC1 | -17% | 1% | 1%
CCOC(=O)C1C(c2ccc3c(c2)OCO3)NC(=O)NC1(O)C(F)(F)F (configuration not stated) | 13µM* | 9.2µM* | 7%
CCn1nc2cc(C(=O)NCCc3cccs3)ccc2c1OC | 4% | 10% | -2%
O=C(c1ccc(Cl)cc1)n1c(NCc2ccccc2)n[nH]c1=S | -9% | -10% | 0%
CC1Cc2nc(SCC(=O)NCc3ccco3)n(Cc3ccccc3)c(=O)c2S1 (configuration not stated) | ? | ? | 5%
CN(CC(=O)Nc1ccc(S(=O)(=O)N2CCCC2)cc1)Cc1ccc(Cl)cc1 | ? | 16µM* | 6%
O=C1c2cccc3c([N+](=O)[O-])ccc(c23)C(=O)N1c1ccccn1 | 2.9µM* | 3.7µM* | -8%
Cn1c(SCC(=O)Nc2nccs2)nnc1-c1ccncc1 | 11% | -5% | -1%
CCOC(=O)c1c(C)n(C)c2ccc(OC)c(NC(=O)CN3CCCCC3)c12 | ? | -12% | -6%
CCOC(=O)c1c(NC(=O)COC(=O)c2ccc(NC(=O)CC#N)cc2)sc(C(=O)NC)c1C | -24% | 1% | nt
CCCCC(=O)Nc1nnc(CCOC)s1 | 0% | 3% | 2%
O=C(O)c1ccc(Cl)c(NC(=O)C2CCN(S(=O)(=O)c3ccc4c(c3)OCCO4)CC2)c1 | 8% | 0% | nt
CC(=O)N1N=C(c2ccc(Cl)cc2)OC1(C)C | -3% | -1% | 5%
CCOc1ccc(-c2noc(CSc3nnc(Cc4ccccc4)n3-c3ccc(F)cc3)n2)cc1 | ? | ? | 9%
COc1ccc(C2C(C(C)=O)=C(O)C(=O)N2Cc2cccnc2)cc1 (configuration not stated) | -14% | -3% | ?
C=CCOc1ccc(C2C3=C(CCCC3=O)N(CC(=O)O)C3=C2C(=O)CCC3)cc1OCC | 4% | 33%[activator] | -5%
CCCN1C(=O)/C(=C2\SC(=S)N(c3c(C)n(C)n(-c4ccccc4)c3=O)C2=O)c2ccccc21 | ? | -4% | nt
CCOc1ccc(CNC(=O)CCCn2c(=O)c3cccn3c3cccnc32)cc1 | ? | ? | 0%
CC(C)CN(C(=O)COc1ccc(-c2nnco2)cc1)C1CCS(=O)(=O)C1 (configuration not stated) | 2% | ? | 4%[56.1 µM]
Cc1cc(C(O)c2ncc(-c3cccc(F)c3)[nH]2)ccc1F (configuration not stated) | -25% | -7% | nt
CCOC(=O)c1ccc(NC(=O)NCc2ccc(OC)cc2)cc1 | ? | 6% | 11%
COc1ccc(/C=C2/CCc3ccccc3C2=O)cc1CN1CCOCC1 | 16µM* | 23µM* | 3%
O=C(Cc1cccc(F)c1)Nc1ccc2c(c1)CCC2 | -25% | 4% | 0%
Cc1noc(C)c1S(=O)(=O)NC(=O)C1(C)CCN1C(=O)Cc1ccc(Cl)cc1Cl (configuration not stated) | 1% | 10% | nt
C#CC(CC)(CC)NC(=S)Nc1ccc(S(N)(=O)=O)cc1 | ? | -10% | 3%
c1ccc2c(c1)OCCOCCOCCO2 | 1% | 3% | 3%
CCOc1cc(S(=O)(=O)NC2CCCC2)ccc1Cl | -27% | -19% | 0%
COc1cc(NC(=O)CSc2nnc3n2C(C)(C)Cc2ccccc2-3)cc(OC)c1 | ? | -5% | 6%
COc1ccc(NC(=O)Nc2ccc3nccnc3c2)cc1 | 21µM* | 26µM* | 4%
COc1ccc(-n2ccn(CC(=O)Nc3ccc(OC)cc3OC)c(=O)c2=O)cc1 | -2% | 0% | 4%
Cc1cccc(C(=O)Nc2cccc(-c3cnc4ccccc4n3)c2)c1 | ? | ? | -1%
O=C(c1ccco1)N(Cc1cccs1)C1CCS(=O)(=O)C1 (configuration not stated) | -7% | 0% | 2%
Nc1nc2ccccc2cc1C(=O)NCc1ccc(Cl)cc1Cl | 5.8µM* | 16µM* | nt
O=C(OCN1C(=O)c2ccccc2C1=O)C1CCCCC1 | -6% | ? | -1%
COc1ccc(NC(=O)CCCC2=NS(=O)(=O)c3ccccc3N2)cc1 | -4% | 3% | -3%
O=C(Nc1cccc(Nc2ccccc2)c1)c1cnn2c1NC(=C1CC1)C=C2C(F)F | 14µM* | 4.5µM* | nt
Cc1cnc(CNc2nc(-c3cccc(NS(C)(=O)=O)c3)nc3ccccc23)cn1 | -8% | -1% | nt
CS(=O)(=O)c1ncc(N(Cc2ccccc2)Cc2ccco2)c(C(=O)Nc2cccc(C(F)(F)F)c2)n1 | ? | ? | -2%
CCOC(=O)c1ccc(Oc2nc(OC)cc(OC)n2)cc1 | -8% | 0% | 2%
C/C(=N\NC(=O)COc1cc(C)cc(C)c1)c1cccc(NC(=O)C2CCC2)c1 | -19% | -17% | 4%
Cc1ccc(-c2nc3[nH]c(=O)cc(NC(=O)C(C)C)n3n2)cc1 | ? | ? | 1%
CN(C(=O)CSc1nnnn1-c1ccc(Cl)cc1)C1CCS(=O)(=O)C1 (configuration not stated) | 2% | 0% | 0%
CN(Cc1ccc(Cl)cc1Cl)C(=O)c1cc(=O)c2ccccc2o1 | 23µM* | ? | 7%
O=S1(=O)NC(=NC2CCCCCC2)c2ccccc21 | ? | -12% | 4%
COC(=O)N1CCC2(CC1)CN(C(=O)Nc1ccccc1)C2 | -2% | 0% | nt
COc1ccc(C2=NN(S(C)(=O)=O)C(c3cccs3)C2)cc1OC (configuration not stated) | -29% | -8% | 4%
CSc1sc(C(=O)NCC2CC2)cc1S(=O)(=O)C(C)C | ? | -3% | 2%
Cc1ccc(/C=C/C(=O)N2CCc3ccccc3C2)cc1 | ? | ? | -2%
CN(C)CCN(Cc1ccccc1)c1ccnc(N(C)C)c1C#N | ? | -25% | -6%
CCOCCCNC(=O)C(c1ccc(OC)cc1)N(Cc1cccs1)C(=O)c1ccccc1O (configuration not stated) | ? | ? | 8%&3%
COc1cc(C(=O)NCC(c2ccco2)N2CCc3ccccc32)cc(OC)c1OC (configuration not stated) | 9.2µM* | ? | 4%[0.505 µM]
Cc1nnc2nc(-c3ccccc3)nc(-c3ccccc3)n12 | 15µM* | ? | nt
COc1cc2c(cc1OC)C(COc1ccc3c(C)cc(=O)oc3c1)N(C(=O)c1ccco1)CC2 (configuration not stated) | 21µM* | ? | 1%
CCN(CC)CCSc1nc2ccccc2c(=S)n1-c1ccccc1 | 23µM* | ? | 4%

(further entries)
SMILES | TDP1 cell noCPT | DT40 TDP1 CPT | TDP1 block
COc1cccc(-c2noc(-c3cccs3)n2)c1 | -2% | -20% | -5%
CS(=O)(=O)Nc1ccc2c(c1)C(=O)OC2 | -1% | -1% | 5%
c1cncc(-c2ccnc3ncnn23)c1 | 8% | 18% | 4%
O=C(Cn1cnc2cc(Cl)ccc2c1=O)Nc1ccc2c(c1)OCO2 | -3% | 4% | -4%
CSc1nn(Cc2ccc(F)cc2)c(N(C(C)=O)C(C)=O)c1S(=O)(=O)c1ccccc1 | ? | -29% | -4%
CCOc1ccc(Cl)cc1/C=N/NC(=O)CNC(=O)c1ccccc1 | -24% | -12% | 0%
CCN(c1ccccc1)S(=O)(=O)c1ccc(Cl)c(NC(=O)CSc2nnc(C)s2)c1 | ? | ? | 1%
O=C1NC(=S)N/C1=C\c1ccc(N2CCOCC2)cc1 | ? | 16µM* | 7%
N#CCCn1c(-c2nonc2NC(=O)c2ccccc2Cl)nc2ccccc21 | -23% | -15% | 1%
CCOC(=O)C1=C(CN2CCC(C)CC2)NC(=O)NC1c1ccc(F)cc1 (configuration not stated) | -26% | -5% | -6%
CCCOc1ccccc1N/C(=N/c1nc(C)cc(C)n1)NC(=O)COc1ccc(OC)cc1 | 16µM* | 21µM* | 8%
Cc1ccc(C)c(Cn2nnc3c(=O)[nH]c(C(=O)NCc4ccco4)nc32)c1 | -26% | ? | 5%
COc1ccc(C(CNC(=O)c2cc(S(=O)(=O)Nc3cccc(C)c3)ccc2C)N2CCCC2)cc1 (configuration not stated) | ? | ? | nt
COc1ccc(OC)c2c1cc(C(=O)N[C@@H](C)C(=O)N[C@@H](C(=O)O)c1ccccc1)n2C | 28% | 2% | nt
CCC(c1nnnn1-c1c(C)cccc1C)N1CCN(c2cccc(C(F)(F)F)n2)CC1 (configuration not stated) | 15µM* | ? | nt
CN(CCC#N)C(=O)COc1ccc(Br)cc1Cl | -8% | -5% | -3%
CN1N/C(=C\c2ccccc2)N=C2C(=O)N(C)C(=O)N=C21 | ? | 1.4µM* | 2%
CCS(=O)(=O)N1CCc2cc(C(=O)Nc3cc([N+](=O)[O-])ccc3C)ccc21 | -23% | ? | 9%
CC(C)N(Cc1nc(-c2ccccc2)no1)C(=O)C(Cl)(Cl)Cl | -28% | 3% | 8%
CCOc1ccc2c(c1)ncn2Cc1ccccc1 | -26% | -4% | -1%

Compound profiles (already shown).
`CN(CCC#N)C(=O)COc1ccc(Br)cc1Cl` reads TDP1 cell noCPT: -8%; DT40 TDP1 CPT: -5%; TDP1 block: -3%
`O=C1NC(=S)N/C1=C\c1ccc(N2CCOCC2)cc1` reads TDP1 cell noCPT: ?; DT40 TDP1 CPT: 16µM*; TDP1 block: 7%
`N#CCCn1c(-c2nonc2NC(=O)c2ccccc2Cl)nc2ccccc21` reads TDP1 cell noCPT: -23%; DT40 TDP1 CPT: -15%; TDP1 block: 1%

(next part)
SMILES | TDP1 cell noCPT | DT40 TDP1 CPT | TDP1 block
CCC(=O)Nc1sc(C(=O)Nc2ccccc2)c(C)c1C(=O)OC | -27% | -20% | 5%
Nc1cc(=O)[nH]c(SCc2ccc(Cl)cc2Cl)n1 | 7.3µM* | 8.2µM* | nt
CCOc1ccc(CN(C)C(=O)CNC(=O)C2CCCCC2)cc1 | -2% | 0% | nt
O=C(O)Cn1cc(/C=C2\SC(=O)N(c3ccccc3)C2=O)c2ccccc21 | 8% | 8% | 3%
COC(=O)C(C)n1cnc2c(nnn2-c2cccc(OC)c2)c1=O (configuration not stated) | 2% | 4% | nt
O=C(CN(C(=O)CCC(=O)Nc1nccs1)c1cccc(F)c1)NCc1ccc(F)cc1 | -17% | -9% | -4%
CC(=O)OCCNc1cc(Sc2nc3ccccc3[nH]2)c2nonc2c1[N+](=O)[O-] | 4.1µM* | 2.3µM* | 2%
O=C(NCCc1ccc(F)cc1)C1CCC(=O)N(CC2CCCCC2)C1 (configuration not stated) | -29% | -27% | nt
CN(Cc1ccccc1)C(=O)c1ccc(NC(=O)Cc2ccc(NC(=O)C3CCN(C(=O)c4ccccc4)CC3)cc2)cc1 | ? | ? | nt
COc1ccc(CN2CCN(S(=O)(=O)c3ccc(NC(C)=O)cc3)CC2)cc1 | ? | ? | nt
O=C(N/N=C/c1ccccc1)NC1CCCCC1 | ? | ? | 5%
COc1cccc2cc(C(=O)C3=C(O)C(=O)N(c4cc(C)on4)C3c3cccs3)oc12 (configuration not stated) | ? | ? | 7%
Cc1ccc(F)cc1C(=O)N1CCOCC1c1cc(C(=O)NCc2ccccc2)no1 (configuration not stated) | -23% | 1% | nt
Cc1c(Cl)cccc1NC(=O)c1cccc(OC(F)F)c1 | ? | -22% | 2%
COc1ccc(-c2cn3cccnc3n2)cc1NC(=O)CC(C)C | 1% | 2% | 2%
COc1ccc(C2=Nn3c(nnc3-c3ccccc3OC)SC2)cc1OC | 0.0058µM* | 0.0052µM* | 6%&4%&7%
CCCc1cc(=O)oc2c(C)c3c(cc12)CN(CCc1ccc(Cl)cc1)CO3 | 15µM* | 6.5µM* | 7%

Sorted by formula weight (high to low): some entries from above
SMILES | TDP1 cell noCPT | DT40 TDP1 CPT | TDP1 block
O=C(CN(C(=O)CCC(=O)Nc1nccs1)c1cccc(F)c1)NCc1ccc(F)cc1 | -17% | -9% | -4%
COc1ccc(C2=Nn3c(nnc3-c3ccccc3OC)SC2)cc1OC | 0.0058µM* | 0.0052µM* | 6%&4%&7%
CCC(=O)Nc1sc(C(=O)Nc2ccccc2)c(C)c1C(=O)OC | -27% | -20% | 5%
Cc1c(Cl)cccc1NC(=O)c1cccc(OC(F)F)c1 | ? | -22% | 2%
